RAD54 branch = inhibitors of human RAD54 branch migration, primary screen, biochemical, fluorescence, single point | DNA repair and recombination protein RAD54-like (Homo sapiens), Q92698 | RAD54 Holliday junction branch migration, FAM/BHQ fluorescence | inhibition, % at 10.4 µM | hit rate 0.14% among 360,000;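 active means mean normalized replicate activity at least 40 and at least half of replicates scoring 40 or more; inconclusive means only one of the two criteria met; inactive means mean below 40 and under half of replicates reaching 40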;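 further: 0% = median of neutral control wells and 100% = median of positive control wells; inhibitors cause a drop in the FAM fluorescence signal; in these data hits start at about 50%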
Target sequence (Q92698 whole entry, looked up): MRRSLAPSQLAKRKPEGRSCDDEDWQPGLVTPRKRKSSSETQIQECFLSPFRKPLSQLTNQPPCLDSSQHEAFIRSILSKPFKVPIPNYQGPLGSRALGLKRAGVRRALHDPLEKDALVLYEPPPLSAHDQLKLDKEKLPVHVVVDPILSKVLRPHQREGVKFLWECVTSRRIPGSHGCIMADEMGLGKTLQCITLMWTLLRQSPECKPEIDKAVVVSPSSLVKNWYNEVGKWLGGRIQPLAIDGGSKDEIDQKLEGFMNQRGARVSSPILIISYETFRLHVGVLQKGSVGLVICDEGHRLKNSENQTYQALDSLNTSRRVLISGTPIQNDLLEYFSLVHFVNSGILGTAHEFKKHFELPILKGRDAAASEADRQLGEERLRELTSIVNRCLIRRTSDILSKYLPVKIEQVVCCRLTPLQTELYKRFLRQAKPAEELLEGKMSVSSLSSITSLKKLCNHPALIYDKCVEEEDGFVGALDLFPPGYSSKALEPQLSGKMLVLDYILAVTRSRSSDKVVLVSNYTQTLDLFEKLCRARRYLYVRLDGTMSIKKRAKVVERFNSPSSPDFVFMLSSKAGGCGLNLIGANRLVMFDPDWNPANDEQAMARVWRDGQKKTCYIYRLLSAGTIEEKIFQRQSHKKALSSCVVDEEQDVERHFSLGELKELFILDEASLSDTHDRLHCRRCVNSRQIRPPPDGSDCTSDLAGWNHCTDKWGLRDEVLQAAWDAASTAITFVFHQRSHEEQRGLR
E-selectin induc = E-selectin induction in HUVECs, primary screen, imaging, HUVEC, immunofluorescence imaging, single point; activation, % at 7.58 µM; normalized: neutral wells 0, TNF-alpha wells 100; AID 686992, 2013; hit rate 0.37% among 260,000; P16581;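 active means mean E-selectin-positive cell signal at least 10% of the positive control, reached in at least 60% of replicates, without over 20% cell loss; inconclusive means no rule given, readout overlaps actives, possibly toxicity-flagged; inactive means the rest, including those meeting only one limit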;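 further: in these data hits start at about 27%; measured in HUVEC primary endothelial cells; signal is the percent of cells scored E-selectin positive by PE staining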
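assay system = HUVEC, human umbilical vein endothelial cells | input = 3,000 HUVEC seeded per well | medium = EGM-2 growth medium on 0.1% gelatin-coated wells | dosing = one compound dose added by pin transfer | signal = immunofluorescence imaging | read-out basis = % PE-positive cells | control set = TNF-alpha, DMSO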
RAD52 anneal inh = RAD52 DNA annealing inhibitors, primary screen, biochemical, FRET, single point, set 2 | recombinant RAD52 DNA annealing, FRET fluorescence | inhibition, % at 18.7 µM | hit rate 0.46% among 360,000 | AID 651710, 2012;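 active means every replicate showing at least 50% inhibition; inconclusive means mean inhibition at least 50% but not in every replicate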
DENV2 CPE rescue = inhibitors of DENV2 cytopathic effect, primary screen, cell-based, plate reader, single concentration; DENV2-infected cells, cytopathic effect rescue; CPE inhibition, % at 9.99 µM; hit rate 1.7% among 350,000; AID 651640, 2012; in the data active means CPE inhibition above about 20%, passing the limit was not always enough; inconclusive means no clear call, values can overlap the other calls; tested in BHK-21 cells;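 further: 0% = median of neutral control wells and 100% = median of positive control wells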
XiGFP reactiv = activators of inactive X chromosome reactivation, primary screen, imaging, XiGFP fibroblasts, GFP high-content imaging, set 2 | AID 743238, 2013 | XiGFP mouse fibroblasts, % GFP-positive cells imaging, 3 d; cells co-treated with 5-aza-dC sensitizer; scaled so ellipticine positive control = 100% | hit rate 0.055% among 360,000 | activation, % at 7.58 µM;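 active means mean normalized replicate activation at least 10% and every replicate at or above 10%; inconclusive means only one of the two criteria met; inactive means mean below 10% and not all replicates reach 10%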;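 further: 0% = median of on-plate neutral control wells and 100% = ellipticine 6 µM median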
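System: 68-5-11 XiGFP fibroblast line; Timing: 3 days compound exposure; Compound dosing: one concentration, pinned; Benchmarks: positive control ellipticine, 6 µM final; Buffer or medium: DMEM containing 5-aza-dC.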
F508del corr = F508del CFTR correction, initial screen, CFBE line, single point | CFBE cells, YFP halide quenching; stimulated with forskolin plus potentiator P3; % fluorescence drop versus neutral controls | AID 720511, 2013 | activity (quench increase), % at 7.58 µM | hit rate 0.36% among 350,000;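 active means mean added fluorescence quench of at least 8% versus neutral control, with both replicates also reaching 8%; inconclusive means only one of the mean or replicate conditions met; inactive means mean below 8% and not both replicates reaching 8%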;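 further: cells transiently co-express mutant CFTR-F508del with the halide-sensitive YFP; corrector assay measuring rescue of mutant channel to the surface after 24 h compound exposure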
GSIS activator = GLuc luminescence reporter in INS-1E cells, primary screen for activators of glucose-dependent secretion of insulin. AID 743287, 2014. INS-1E GLuc reporter insulin secretion, 2-3 h. hit rate 0.61% among 370,000. activation, % at 16.6 µM;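 active means lowest replicate activation of at least 40%, so every replicate reaches that level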;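 further: 0% = median of neutral control wells and 100% = median of IBMX positive control wells; some compounds called inactive have numbers as strong as hits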
CASP6 VEID inh = human caspase-6 inhibitors, primary screen, biochemical, VEID-R110 fluorescence, single point, set 2; hit rate 0.53% among 350,000; AID 686996, 2013; purified caspase-6, Z-VEID-R110 cleavage fluorescence; P55212; inhibition, % at 12.5 µM;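 active means mean inhibition across replicates at least about 35%, with every replicate also reaching that limit, limit read from the data; inconclusive means only one of the two criteria met; inactive means neither criterion met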;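 further: 0% = median of neutral control wells and 100% = no fluorescence left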
Target sequence (P55212 24-179 limits assumed): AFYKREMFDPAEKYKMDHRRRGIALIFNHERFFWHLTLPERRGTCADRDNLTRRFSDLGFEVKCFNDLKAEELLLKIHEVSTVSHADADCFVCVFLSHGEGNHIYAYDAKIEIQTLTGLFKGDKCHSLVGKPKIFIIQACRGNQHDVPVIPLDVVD
Target sequence (P55212 194-293 limits assumed): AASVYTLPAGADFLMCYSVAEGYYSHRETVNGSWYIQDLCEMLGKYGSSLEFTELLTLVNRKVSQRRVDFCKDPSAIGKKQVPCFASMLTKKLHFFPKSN
Starred values were filed as active, the others as inactive; ? = inconclusive; · = no result given; & = joins results of further samples. Not a hit list; overall some 3.7% were active at least once.

Order of results – GSIS activator, E-selectin induc, XiGFP reactiv, F508del corr, RAD54 branch, DENV2 CPE rescue, CASP6 VEID inh, RAD52 anneal inh
- N#C/C(=C\c1ccc[nH]1)S(=O)(=O)c1ccccc1
→ -16.1, ·, ·, -0.5, -9.2, ·, 0.1, -21.6
- CCN(CC(=O)Nc1ccc(NC(C)=O)cc1)C(=O)COc1ccc2ccccc2c1
→ -5.7, 0.0, -0.1, 0.5, ·, 9.5, 3.0, -17.2
- CCCN1C[C@H](C)[C@@H](OC)CN(C)C(=O)c2ccc(NC(=O)c3ccccc3)cc2OC[C@@H]1C
→ -8.9, 0.0, 0.6, 2.6, ·, 23.2*, -0.7, -15.7
- CCCNC(=O)N1C[C@@H](C)[C@@H](OC)CN(C)C(=O)c2cc(NC(C)=O)ccc2OC[C@H]1C
→ 1.2, 1.3, -0.2, -0.3, -5.3, 1.5, 0.6, -5.9
- CCOC(=O)C1=CCN(S(=O)(=O)c2ccccc2C)C1c1ccc(Cl)cc1 (centres undefined)
→ -13.4, -0.2, 0.2, -1.8, -4.3, -5.3, 0.2, -5.9
- CC(C)(C)c1ccc(C(=O)NNC(=O)CCC(=O)Nc2ccccc2)cc1
→ 23.2, -0.2, 0.2, -2.5, 9.3, 14.5, -3.4, -9.5
- Cc1ccc(OCC(=O)NCCNC(=O)c2ccccn2)cc1
→ 11.5, 0.2, 0.2, -2.2, -2.7, 9.2, 9.5, -7.4
- COc1ccc(C#Cc2cnc3c(c2)C(=O)N([C@H](C)CO)C[C@H](C)[C@H](CN(C)C(=O)Nc2ccc4c(c2)OCO4)O3)cc1OC
→ -33.8, -0.8, 0.6, -6.5, 0.7, -1.0, 0.1, 8.3
- O=C(CSc1ccccc1F)NC(=O)NC1CCCC1
→ ·, 0.3, 0.0, 1.8, -13.1, -4.5, -3.8, -7.5
- C[C@H]1CN([C@@H](C)CO)C(=O)Cc2cc(NC(=O)C3CCCCC3)ccc2O[C@@H]1CN(C)Cc1ccc(Oc2ccccc2)cc1
→ -7.6, -0.4, 0.0, 5.1, -1.3, 0.2, 0.0, -23.2
- O=C(Cc1cccc2ccccc12)Nc1nc(-c2cccc([N+](=O)[O-])c2)cs1
→ -4.4, -0.6, 1.0, ·, ·, ·, 1.7, -12.3
- COC(=O)[C@@]12C[C@@H](CC(=O)N3CCCC3)C(=O)N(Cc3ccco3)C1=CCC(C)(C)C2
→ 9.3, 0.6, ·, 1.8, ·, -1.5, -1.7, -19.1
- C[C@@H]1CN([C@H](C)CO)C(=O)Cc2cc(NC(=O)Cc3cn(C)c4ccccc34)ccc2O[C@@H]1CN(C)S(=O)(=O)c1ccc(Cl)cc1
→ -3.1, -3.5, 0.2, 2.4, ·, ·, ·, ·
- C[C@H](CO)N1C[C@H](C)[C@@H](CN(C)Cc2ccc(C(=O)O)cc2)Oc2ncc(-c3ccc(C(=O)N(C)C)cc3)cc2C1=O
→ -3.5&18.4, -0.1&-0.3, 0.0&-0.1, -1.9&1.3&-1.8, -2.6&-5.5&4.2, -2.2&1.9&-2.6, 1.5&-1.2&0.5, -6.4&4.8&13.5
- CC(C)CC#Cc1ccc2c(c1)O[C@@H](CN(C)Cc1cccnc1)[C@H](C)CN([C@@H](C)CO)S2(=O)=O
→ -19.9, -0.2, 0.8, -0.7, -12.9, 0.0, 3.0, -1.0
- CCOc1cccc(/C=N/NC(=S)Nc2cc(S(=O)(=O)N3CCOCC3)ccc2N2CCOCC2)c1O
→ -7.1, -0.3, -0.2, ·, ·, 1.9, 0.9, -5.3
- CCC(=O)N1CCC2(CC1)CN(S(C)(=O)=O)[C@H](CO)c1c2c2ccc(OC)cc2n1C
→ 17.8, 0.1, 0.2, 3.3, ·, -0.9, -1.6, -1.0
- COc1ccc(C(=O)C(C)Sc2nnc(C3CC3)n2C2CC2)cc1 (centres undefined)
→ 23.4, ·, 0.1, 0.0, 5.1, -3.0, 5.1, -16.8
- Cc1csc(CNc2ncnc3ccc(-c4cccc(Cl)c4)cc23)c1
→ -6.7, -0.1, -0.1, -0.5, 8.1, -0.6, -4.9, -11.6
- Cc1c(/C=C2\NC(=O)NC2=O)c2ccccc2n1C
→ -5.1, ·, 0.1, 5.7, 0.3, 14.3, 2.0, -7.9
- O=C(c1ccc(Cl)cc1)N1CCN(CCOc2ccccc2)CC1
→ -20.8, -0.1, 0.0, 1.0, -5.0, 4.2, -0.4, 10.9
- O=C(Cn1cnc([N+](=O)[O-])c1)Nc1ccc(F)c(Cl)c1
→ 1.8, 0.3, 0.0, -3.3, 2.0, -1.8, -4.8, -9.1
- O=C(COc1ncnc2ccccc12)NCc1ccco1
→ -5.8, ·, 0.0, -1.4, -6.1, 13.2, 2.2, -32.4
- Cc1ccc(CN=c2c([N+](=O)[O-])nn(-c3ccc(Cl)cc3)n2O)cc1
→ 7.9, -0.1, -0.2, 1.9, 8.2, -6.5, 0.6, -7.1
- COc1ccc(COc2ncnc3ccc(Br)cc23)cc1F
→ 2.4, 0.0, 0.1, 5.7, 1.1, 12.5, -2.1, -16.0
- C[C@H]1CN([C@@H](C)CO)C(=O)Cc2cc(NC(=O)CCC(F)(F)F)ccc2O[C@@H]1CN(C)S(=O)(=O)c1cccs1
→ 4.0, 1.6, 0.0, -0.7, 3.4, -1.1, 1.4, -5.1
- Cc1ccnc2nc(C(=O)OCC(=O)NC3CCCC(C)C3C)nn12 (centres undefined)
→ 13.1, 0.1, 0.1, -2.2, -3.8, 17.6, -3.3, -5.6
- Cc1cc(Cl)c2ccccc2n1
→ 9.9, ·, 0.0, ·, ·, 5.6, 1.8, -16.1
- COc1cc(/C=C(\NC(=O)c2ccccc2)C(=O)N2CC3CC(C2)c2cccc(=O)n2C3)cc(OC)c1OC (centres undefined)
→ 0.7, 0.1, 0.0, -3.0, -5.9, -3.9, 5.8, 14.5
- COc1cccc(-c2nc3ccccc3s2)c1O
→ 5.0, ·, 0.2, 1.5, 1.9, 2.5, 14.9, 5.4
- O=C(CN1C(=O)CCSc2ccc(S(=O)(=O)N3CCCC3)cc21)NCc1ccccc1Cl
→ 4.0, ·, 0.0, 5.0, 16.8, -4.5, -0.4, 0.6
- CCOC(=O)N1CCN(C(=O)/C=C/c2ccc(OC)cc2)CC1
→ 8.5, 2.1, 0.0, -3.0, 6.5, 7.5, 0.3, -7.3
- CCN1CCN(c2nc(C)c3c(n2)CC(C)CC3=O)CC1 (centres undefined)
→ -8.4, 3.8, 0.0, 1.1, ·, 6.8, -3.0, -11.5
- CC(=O)OCC(=O)C1(O)CCC2C3CC(F)C4=CC(=O)CCC4(C)C3C(O)CC21C (centres undefined)
→ -19.9, -0.3, 0.1, 4.8, -1.8, -14.3, 0.4, 2.1
- O=C(Nc1ccc(Cl)cc1)N1N=CCC1c1ccccc1 (centres undefined)
→ -7.1, ·, -0.1, 0.2, 5.1, -4.4, -0.1, -9.8
- CCCCCNC(=O)C(c1cc2ccccc2o1)n1c(=O)c(-c2cc3ccccc3[nH]2)nc2ccccc21 (centres undefined)
→ -6.1, 1.9, 0.3, 2.7, ·, ?, -1.7, -19.8
- COc1cc(CN2[C@@H]3CNC[C@H]2C3c2ccc(-c3cccnc3)cc2)cc(OC)c1 (some centres undefined)
→ -4.1, -0.6, 0.1, -0.9, ·, 7.9, -17.0, 8.6
- CC1CCCC(C)N1CC(O)COC1CCC(C(C)(C)C)CC1 (centres undefined)
→ 5.6, 1.1, 0.0, -0.3, 2.0, -15.0, 0.4, -17.3
- COc1ccc(N2CCN(C3CCCN(Cc4cccc(OC)c4)C3)CC2)cc1 (centres undefined)
→ ·, 0.0, 0.1, -0.3, 10.5, ?, -0.3, 13.1
- CC1Cc2ccccc2N1CC(=O)Nc1ccc(S(=O)(=O)N(C)C)cc1 (centres undefined)
→ 3.4, 1.3, 0.4, 1.0, ·, -5.2, -1.0, -11.9
- CCS(=O)(=O)Nc1ccc2c(c1)C(=O)N(C)C[C@H](OC)[C@@H](C)CN(CCC(F)(F)F)[C@H](C)CO2
→ -19.5, -0.2, 0.0, -0.6, ·, -3.0, 2.5, -0.8
- COC(=O)Cc1[nH]c(=O)[nH]c1C(=O)OC
→ 4.9, -0.1, 0.1, 0.5, -15.6, 0.5, 3.2, -20.1
- CCN(CC(=O)Nc1ccccc1C(F)(F)F)C(=O)c1ccccc1Sc1ccccc1C#N
→ -29.6, -1.2, 0.0, -1.3, -2.8, 0.4, -33.4, -13.2
- CC1CCN(S(=O)(=O)c2ccc(C(=O)N3CCOCC3)cc2)CC1
→ -4.3, ·, 0.1, 7.8, -1.4, 16.2, -1.6, -10.2
- CN1CCN(S(=O)(=O)c2cccc(C(=O)NCCOc3ccccc3F)c2)CC1
→ -8.1, -1.3, 0.0, 0.1, -5.6, -7.4, -178.9, -12.9
- O=C(Nc1ccc(F)cc1)N1CCCCN2[C@H](CO)[C@H](c3ccc(-c4ccncc4)cc3)[C@H]2C1
→ -9.4, -0.1, 0.0, 2.1, -4.2, -10.1, 3.8, 34.8
- O=C(NCCOc1ccccc1Cl)C(=O)Nc1ccccc1
→ 8.3, 0.2, -0.1, ·, ·, -1.7, 0.1, -2.6
- Fc1ccc(/C=N/NC(=S)Nc2cccnc2)cc1
→ -5.4, ·, 0.0, 0.7, 4.0, 0.6, 48.2*, -8.2
- Cc1ccc(S(=O)(=O)C2(C(=O)N3CCN(c4cc(C)ccc4C)CC3)CC2)cc1
→ -32.4, -0.3, -0.2, 7.7, -6.6, -3.5, 2.2, -17.1
- C=CCC(=O)N1CCCC(CNC(=O)c2ccc(-c3ccccc3)cc2)C1 (centres undefined)
→ -12.0, 4.6, -0.1, 2.5, ·, -0.2, -3.1, -6.5
- Cc1cc(C)nc(OC(C(=O)O)C(OCCC(C)C)(c2ccccc2)c2ccccc2)n1 (centres undefined)
→ -15.1, ·, 0.0, 0.4, -3.1, 11.7, 1.7, -11.3
- CC(C)[C@@H]1Cc2[nH][nH]c(=O)c2[C@H](C)O1
→ 13.3, -0.4, 0.1, 2.6, ·, ?, 0.4, -14.3
